# PGC1a acetyl inh = lowers PGC1a acetylation signal in U2OS cells; AlphaScreen anti-acetyl-lysine; with virally co-expressed GCN5 acetyltransferase; 350,000 tested, 0.17% active; inhibition, % at 15.6 µM;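 active = every replicate shows inhibition of at least 40%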;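 note: 0% = neutral control wells and 100% = positive control wells; some results beyond the cut were filed as inactive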
# FN deposit inh = fibronectin deposition inhibition; AH1F fibroblasts, Alexa488-fibronectin deposition fluorescence, overnight; inhibition, % at 12.6 µM; 350,000 tested, 0.086% active; AID 743247;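 active = mean inhibition across replicates of 30% or more, regardless of how many single replicates reach that level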;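 note: positive control wells lacked labelled fibronectin entirely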
#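 Material: AH1F fibroblast monolayer depositing Alexa488-labelled fibronectin into matrix / Amount: 10000 AH1F cells per well / Signal: fluorescence 485/525 nm / Medium: DMEM, 2% serum / Compound: single dose, pinned / Incubation: 1 h cell adhesion before compound, then overnight fibronectin incubation / Reagent: Alexa488-FN, 24 nM final / Read-out: inhibition of fibronectin deposition signal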
# F508del corr = correctors of CFTR F508del function in bronchial epithelial cells. CFBE cells, YFP halide quenching; stimulated with forskolin plus potentiator P3; % fluorescence drop versus neutral controls. activity (quench increase), % at 7.58 µM. 350,000 tested, 0.36% active. AID 720511;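 active = mean added fluorescence quench of at least 8% versus neutral control, with both replicates also reaching 8%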;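 note: cells transiently co-express mutant CFTR-F508del with the halide-sensitive YFP; corrector assay measuring rescue of mutant channel to the surface after 24 h compound exposure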
# miR122 inh = blocks miR-122 activity in Huh7 sensor cells; Huh7 miR-122 Renilla luciferase sensor, 48 h; neutral wells = 0, positive control = 100; activation (reporter increase), % at 12.5 µM; 340,000 tested, 0.3% active; AID 602342;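 active = mean replicate activation score at least 90 and every replicate individually at or above 90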;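 note: higher luciferase means less miR-122 activity so hits act as miR-122 inhibitors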
# C2C12 statin = protects C2C12 myotubes from simvastatin toxicity | ATP luminescence, 48 h; scaled: DMSO 0, geranylgeraniol control 100 | rescue of ATP level, % at 7.49 µM | 330,000 tested, 0.78% active;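 active = mean ATP rescue above about 67%, or every replicate alone reaching that limit, limit read from the data, passing the limit was not always enough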;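 note: myotubes were challenged with 10 µM simvastatin during compound exposure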
# Cneo AK release = Cryptococcus neoformans lysis via adenylate kinase release; 360,000 tested, 0.2% active; AID 651654; C. neoformans lysis, adenylate kinase release luminescence, 4 h; normalised: neutral wells 0, clomiphene wells 100; lysis activity, % at 15 µM;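 active = mean lysis activity across replicates of at least 80%, whatever share of replicates individually reach that level; inactive = mean lysis activity below 80%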
#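 Material – log-phase Cryptococcus neoformans yeast cells · Input – 5 × 10^6 yeast cells/mL · Medium – fresh YPD growth medium · Doses – single compound concentration per well · Timing – static 4 h at 37 °C with compound, 1 h detection · Detection – adenylate kinase release luminescence · Read-out – signal increase indicating cell lysis · Control set – Clomiphene as positive lysis control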
# INS-1E GSIS act = primary screen for activators of insulin secretion dependent on glucose, INS-1E cells, GLuc reporter luminescence. INS-1E GLuc reporter insulin secretion, 2-3 h. activation, % at 16.6 µM. 370,000 tested, 0.61% active. AID 743287;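 active = lowest replicate activation of at least 40%, so every replicate reaches that level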;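 note: 0% = median of neutral control wells and 100% = median of IBMX positive control wells; some compounds called inactive have numbers as strong as hits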
# PglD DTNB = PglD (C. jejuni) enzyme inhibition; 360,000 tested, 0.098% active; inhibition, % at 12.5 µM; AID 602405; purified PglD enzyme, DTNB colorimetric CoA detection; in the data active = inhibition above about 16%, passing the limit was not always enough; note: strong numbers were not always called active
# * marks the source's active call; other numbers are inactive results; nt = no result given; & = joins results of further samples; [ ] = remark or other dose.
SMILES,PGC1a acetyl inh,FN deposit inh,F508del corr,miR122 inh,C2C12 statin,Cneo AK release,INS-1E GSIS act,PglD DTNB
C/C=C/c1ccc(C2[C@@H]3CN(C(=O)Nc4ccc(F)cc4)C[C@H]2N3)cc1 (stereo partly specified),1&2,-2&11,-2.7&-1.3,nt,nt,nt,-15&10,nt
Cc1ccc(NC2Sc3ccccc3NC2=O)cc1Cl (stereo unspecified),-6,-9,0.4,8,nt,-2,nt,7
O=C(Nc1ccc(-c2nnco2)cc1)c1ccccc1,1,7,nt,-2,-10,-2,nt,1
O=C(c1ccccn1)N1CC2(C1)[C@@H](c1ccccc1)[C@@H](CO)N2C(=O)C1CC1,3,-9,0.1,nt,nt,nt,-3,nt
CCn1c(SCC(=O)Nc2ccc3c(c2)OCCO3)nnc1-c1ccccn1,2,nt,nt,-1,19,-1,nt,76*
CCOc1cc(CNc2ccccc2)cc(Br)c1OCc1ccc(F)cc1,-28,5,nt,3,nt,1,nt,0
COc1cccc2cc(C(=O)Oc3ccccc3)c(=O)oc12,nt,7,-2.5,nt,-4,2,-36,0
CN1c2ccc(C3=CCCCC3)cc2[C@H]2[C@H](CCN2C(=O)C2CCCC2)[C@@H]1CO,0,-10,-0.6,-6[16.7 µM],8,3,-26,3
CCC(=O)N(C)C[C@H]1Oc2cc(C#C[C@@H](C)O)ccc2S(=O)(=O)N([C@@H](C)CO)C[C@H]1C,8,-2,-2.6,3[16.7 µM],-7,-3,15,3
CCc1noc(C)c1C(=O)NNC(=O)COc1ccc(C)c(C)c1,nt,-2,-0.5,nt,21,nt,-5,nt
O=c1cc2oc3cc(O)c(O)cc3c(-c3ccccc3[N+](=O)[O-])c-2cc1O,nt,6,3.1,86,6,-6,-1,3
NCCNc1ccc2nnnn2n1,5,4,0.7,nt,nt,nt,-6,nt
C[C@H](CO)N1C[C@H](C)[C@@H](CN(C)C(=O)Nc2ccc3c(c2)OCO3)OCCCC[C@H](C)Oc2ccc(NC(=O)c3ccccc3)cc2C1=O,-10,nt,-4.1,-2[16.7 µM],nt,-8,7,0
COC(=O)C1C(=O)OC(C)(C)C1C(C)C(=O)c1ccccc1 (stereo unspecified),-1,nt,nt,6,nt,1,nt,5
C[C@H]1CN([C@@H](C)CO)C(=O)Cc2cc(NC(=O)c3ccncc3)ccc2O[C@H]1CN(C)S(=O)(=O)c1ccccc1,1,-3,0.9,4[16.7 µM],-6,-41,17,-2
NC(=O)SCC(=O)Nc1ccccc1C(=O)O,-4,-1,1.4,-8,14,3,1,2
CCOc1cccc(NC(=O)c2cccc(F)c2)c1,nt,-2,0.0,-2,-4,nt,-11,nt
O=C(NCc1ccccc1)C1=C[C@@H](c2coc3ccccc3c2=O)C[C@@H](OCc2ccc(CO)cc2)O1,-6&-6,0,1.4&0.5,-1,-12,1&4,7,1
C[C@@H](O)C#Cc1ccc2c(c1)O[C@H](CN(C)C)[C@@H](C)CN([C@@H](C)CO)S2(=O)=O,-3,10,0.5,-1[16.7 µM],5,-3,2,-3
CCOc1ccc(-n2c(O)c(/C=N/Nc3nc(C)cc(C)n3)c3ccccc3c2=O)cc1,4,nt,4.9,2,-5,0,-11,-4
CN(CC(=O)Nc1cccc(F)c1)C(=O)c1cccc(S(=O)(=O)N2CCN(c3ccc(F)cc3)CC2)c1,16,-10,-0.1,-9,25,3,nt,5
CCCC/C(=N\NC(=O)c1ccc(Br)o1)c1ccccc1,3,nt,nt,3,nt,1,-14,4
O=NNc1nc2ccccc2n1Cc1ccccc1,11,12,4.1,0,15,3,6,3
O=C(COC(=O)Cc1ccsc1)Nc1ccc(Cl)c(S(=O)(=O)N2CCOCC2)c1,nt,-5,-0.8,-2,nt,-2,-4,1
COc1cccc(COC(=O)Cc2ccc(S(=O)(=O)N3CCOCC3)s2)c1OC,-5,1,-1.5,nt,2,nt,-6,nt
O=C(Nc1ccc(Br)cn1)c1ccc([N+](=O)[O-])cc1Cl,-11,5,-3.0,nt,nt,nt,7,nt
C[C@H]1CN([C@@H](C)CO)C(=O)Cc2cc(NC(=O)Cn3cnnn3)ccc2O[C@@H]1CN(C)CC1CC1,8,nt,1.2,-3[16.7 µM],3,5,6,-4
CCCNC(=O)CSc1nnc(-c2ccccc2Br)n1-c1cccc(C(F)(F)F)c1,-5,-26,1.7,5,18,nt,-18,nt
CN1C(C)(C)CC(NC(=O)c2ccco2)CC1(C)C,5,-2,-0.7,-4,-8,-7,7,-4
O=C(NCCS(=O)(=O)N1CCN(c2cccc(Cl)c2)CC1)c1ccc2c(c1)OCO2,-6,-1,0.0,-3,8,1,-14,-2
CCC1(c2ccc(F)cc2)NC(=O)N(CC(=O)N2c3ccccc3CC2C)C1=O (stereo unspecified),6,0,2.7,1,-12,15,-14,3
C[C@@H]1CN([C@H](C)CO)C(=O)c2cccc(NC(=O)C3CCCCC3)c2O[C@@H]1CN(C)C(=O)Nc1ccccc1,1,nt,-1.0,8[16.7 µM],4,56,23,0
CCOC(=O)[C@H]1[C@H]2COc3ccccc3[C@@H]2N2C(=O)c3ccc(Cl)cc3NC(=O)[C@@]12C,-10,5,1.4,-4,5,-3,-16,0
C=COCCNC(=S)N1CCOCCOCCN(C(=S)NCCOC=C)CCOCCOCC1,12,-1,1.5,nt,nt,nt,-8,nt
Cc1ccc2c(c1)cc1c(=O)n(CC(=O)N3CCCC3)nc(C)n12,-8,nt,nt,2,-11,-1,nt,-5
CCc1ccc(N(CC(=O)N2CCOCC2)S(C)(=O)=O)cc1,-17,-2,-0.3,-4,1,3,9,0
CC(=O)N(C[C@@H]1N[C@@H](CO)[C@H]1c1ccc(-c2ccccc2)cc1)C(C)C,-8,-8,2.3,-67[16.7 µM],7,-3,4,-1
C[C@H](CO)N1C[C@H](C)[C@H](CN(C)Cc2ccccc2)OCCCC[C@H](C)Oc2ccc(NC(=O)CCCN(C)C)cc2C1=O,-1,5,-0.6,-8[16.7 µM],-201,2,42,1
COc1ccc(OCC(O)Cn2c(=N)n(CCN3CCOCC3)c3ccccc32)cc1 (stereo unspecified),-7,5,nt,-10,-5,-3,nt,-4
CC1(C)CC(=O)C2=C(C1)OC(N)=C(C#N)C2c1ccsc1 (stereo unspecified),-6,nt,nt,-4,-11,-2,nt,-4
O=C1C=C(c2cccc(Br)c2)C[C@@H](c2ccc(Cl)cc2)C1,-15,13,-0.1,-5,19,2,nt,-1
C=CCCCN(Cc1ccccc1)S(=O)(=O)c1ccccc1Br,-21,-4,0.5,4,-2,-4,-9,-2
COc1cc(C(C)=O)ccc1OCC(=O)OC(C)C(=O)c1ccc(F)cc1 (stereo unspecified),-3,8,-0.8,-13,2,1,9,2
C[C@@H]1CN([C@H](C)CO)C(=O)c2cc(NC(=O)CCCN(C)C)ccc2O[C@H]1CN(C)S(C)(=O)=O,-1,nt,1.1,4[16.7 µM],18,-4,3,-6
Cc1cccc(C)c1NC(=O)NC1(C(=O)NCc2ccncc2)CCCCC1,9,1,-3.8,2,0,nt,-8,nt

# Reprinted from the part before: two compounds; new compounds follow.
SMILES,PGC1a acetyl inh,FN deposit inh,F508del corr,miR122 inh,C2C12 statin,Cneo AK release,INS-1E GSIS act,PglD DTNB
C[C@@H]1CN([C@H](C)CO)C(=O)c2cc(NC(=O)CCCN(C)C)ccc2O[C@H]1CN(C)S(C)(=O)=O,-1,nt,1.1,4[16.7 µM],18,-4,3,-6
Cc1cccc(C)c1NC(=O)NC1(C(=O)NCc2ccncc2)CCCCC1,9,1,-3.8,2,0,nt,-8,nt
CCOC(CCNC(=O)CCC(=O)Nc1ccc2nc(N3CCN(C)CC3)cc(C)c2c1)OCC,8,-4,-1.2,-4,-2,0,1,3
O=C(COC(=O)CNC(=O)c1cccc(Br)c1)Nc1nnc(-c2ccccc2)o1,5,-12,-1.4,-7,39,4,8,-1
CC(NC(=O)c1ccccc1Cl)C(=O)NCc1cccs1 (stereo unspecified),-6,3,2.1,0,10,nt,10,-4
COc1cccc(NC(=O)N2CCCC(C(=O)Nc3ccccc3OC)C2)c1 (stereo unspecified),nt,-1,nt,2,-10,0,nt,-3
C[C@@H]1CN([C@H](C)CO)S(=O)(=O)c2ccc(C#CC3CCCC3)cc2O[C@H]1CN(C)C,-52,3,1.4,1[16.7 µM],-104,2,9,5
COc1ccccc1C#Cc1cnc2c(c1)C(=O)N([C@H](C)CO)C[C@H](C)[C@H](CN(C)C(=O)c1ccc3c(c1)OCO3)O2,-9,1,1.4,-14[16.7 µM],-1,-4,-22,-5
Cc1cc(NC(=O)CCC(=O)N(CC(=O)NCC2CCCO2)Cc2ccc(F)cc2)no1 (stereo unspecified),-6,-27,nt,-2,24,-2,nt,0
CCCCC(=O)Nc1ccc(N2CCN(c3ccc(F)cc3)CC2)cc1,0,-6,3.0,-5,2,-2,18,-1
CC(C)CC#Cc1ccc2c(c1)O[C@@H](CN(C)Cc1ccncc1)[C@@H](C)CN([C@H](C)CO)S2(=O)=O,-6,nt,4.6,-4[16.7 µM],8,4,-32,4
CC(=O)N(C)C[C@@H]1Oc2cc(Br)ccc2S(=O)(=O)N([C@H](C)CO)C[C@@H]1C,-12,3&-4,-4.8&-0.4&-1.7,-1&-2[16.7 µM],-4&-2,-2&0,2&12,-2&0
CN1CCN(C(=O)c2cc(=O)c3cc(Cl)cc(Cl)c3o2)CC1,8,1,1.3,-4,-7,0,13,2
CC12CCC(=O)N1C(C(=O)NCCN1C(=O)S/C(=C\c3ccc(F)cc3)C1=O)CS2 (stereo unspecified),nt,-1,1.9,nt,-16,nt,-2,nt
O=C(C1CC(=O)N(C2CCCCC2)C1)N1CCN(c2cccc(C(F)(F)F)c2)CC1 (stereo unspecified),nt,nt,-1.8,1,10,-1,-15,-2
C[C@H](NC(=O)C1CC(=O)N(c2ccc3c(c2)OCO3)C1)C(=O)NC1CCCCC1 (stereo partly specified),13,-5,-3.1,-1,-3,0,15,1
NC(Cc1c[nH]c2ccccc12)C(=O)NCc1ccccc1 (stereo unspecified),1,2,-3.8,11,-8,-2,nt,0
O=C(Nc1cc(Cl)ccc1F)C1=COCCO1,nt,4,1.5,nt,14,nt,35,nt
CC(C)C#Cc1ccc2c(c1)O[C@@H](CN(C)S(C)(=O)=O)[C@H](C)CN([C@@H](C)CO)S2(=O)=O,-2,-2,0.7,-3[16.7 µM],-25,-9,-14,2
Cc1cc(C)c(C#N)c(SCc2nnc(-c3ccccc3)o2)n1,-24,nt,nt,-5,-2,-4,21,3
CCCC#Cc1ccc([C@H]2[C@@H](CO)N(S(C)(=O)=O)[C@H]2C#N)cc1,-2,6,-2.1,nt,-14,-5,-1,-2
COc1ccc(-n2cnc3cc(NCc4ccco4)ccc32)cc1,-18,nt,0.6,8,-65,-1,13,1
Cc1nnc(N2CCN(Cc3ccccc3)CC2)[nH]c1=O,-8,nt,nt,-2,-1,-2,nt,5
CC1Cn2c(nnc2-c2cc3ccccc3cc2O)S1 (stereo unspecified),-2,nt,1.3,-19,17,-17,2,1
O=C(c1cc(C2CCCCN2S(=O)(=O)c2ccccc2)on1)N1CCOCC1 (stereo unspecified),-5,0,1.8,1,5,0,5,-11
O=C(C[C@H]1CC[C@H](NC(=O)C2CC2)[C@H](CO)O1)NCC1CC1,8,nt,-0.1,nt,7,-5,-10,-2

# High-throughput results as filed in PubChem.
